Tb PYK inh – inhibitors of Trypanosoma brucei pyruvate kinase | Q57TT1 | TbPYK enzyme, Kinase-Glo Plus ATP luminescence, 45 min | Potency, µM (top dose mostly 76.8 µM), without a hit: at the top dose activity, negative = inhibition, actives largely listed as inhibitors | hit rate 0.12% among 410,000 | AID 624173; further: potency means the concentration at half of the fitted maximal effect; on the % scale 0 is the no-effect control and ±100 the full control effect; nearly all actives have a fitted effect of over 50% in size
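Readout: single end-point luminescence (Kinase-Glo Plus, 10 min). Reaction conditions were TbPYK/substrate plus 130 uM ADP, 45 min at RT, pH 7.2 TEA buffer. No-enzyme wells served as controls, and data were normalized before concentration-response fitting.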
LmPK inhibitor – LmPK (Leishmania mexicana) enzyme inhibition | Potency, µM (series often up to 57.5 µM), inactives show top-dose activity change, negative = inhibition, usual class: inhibitors | hit rate 0.37% among 290,000 | purified LmPK, Kinase-Glo ATP luminescence, 1 h; further: potency means the concentration at half of the fitted maximal effect; on the % scale 0 is the no-effect control and ±100 the full control effect
Target sequence (Q27686 whole entry, looked up): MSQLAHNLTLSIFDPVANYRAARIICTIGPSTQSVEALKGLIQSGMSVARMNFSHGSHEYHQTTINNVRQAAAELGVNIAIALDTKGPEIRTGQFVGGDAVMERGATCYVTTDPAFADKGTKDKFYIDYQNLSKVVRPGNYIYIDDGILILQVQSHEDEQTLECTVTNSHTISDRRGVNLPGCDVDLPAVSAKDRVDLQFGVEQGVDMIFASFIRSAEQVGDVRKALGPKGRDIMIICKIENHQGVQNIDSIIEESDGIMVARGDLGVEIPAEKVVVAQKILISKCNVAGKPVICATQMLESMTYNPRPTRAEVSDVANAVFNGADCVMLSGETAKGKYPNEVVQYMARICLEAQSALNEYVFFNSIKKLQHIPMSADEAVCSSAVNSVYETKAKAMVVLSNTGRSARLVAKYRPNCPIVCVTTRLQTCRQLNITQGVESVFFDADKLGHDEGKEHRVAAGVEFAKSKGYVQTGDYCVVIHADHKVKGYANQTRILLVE
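Pyruvate kinase activity monitored as ATP production (luciferase luminescence). Conditions: 0.1 nM enzyme, 0.5 mM PEP, 0.1 mM ADP, 1 h, RT; normalized against uninhibited and no-enzyme wells.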
Pf growth 48h – P. falciparum growth inhibition at 48 hours (one generation); AID 504832; P. falciparum luciferase growth in erythrocytes, 48 h; Potency, µM (top dose mostly 28.7 µM), without a hit: at the top dose activity change, negative = inhibition, usual class: inhibitors; hit rate 5.9% among 310,000; further: potency means the concentration at half of the fitted maximal effect; on the % scale 0 is the no-effect control and ±100 the full control effect
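Here the parasites carry a stable luciferase gene and grow inside erythrocytes in Albumax-based RPMI medium with compound for one erythrocytic cycle. Activity is scored as loss of luminescent signal.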
AmpC inh no detg – blocks E. coli AmpC beta-lactamase in detergent-free assay; P00811; AmpC nitrocefin hydrolysis, absorbance 480 nm, 0.0001% Triton; Potency, µM (top dose mostly 57.1 µM), for the others: at the highest dose activity change, negative = inhibition, usual class: inhibitors; hit rate 0.52% among 330,000;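 further: potency means the concentration at half of the fitted maximal effect; plate controls were no compound for no effect and no enzyme for full effect; nearly all actives have a fitted effect of over 20% in size; some results filed as inactive show a strong effect at the top dose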
Target sequence (P00811 whole entry, looked up): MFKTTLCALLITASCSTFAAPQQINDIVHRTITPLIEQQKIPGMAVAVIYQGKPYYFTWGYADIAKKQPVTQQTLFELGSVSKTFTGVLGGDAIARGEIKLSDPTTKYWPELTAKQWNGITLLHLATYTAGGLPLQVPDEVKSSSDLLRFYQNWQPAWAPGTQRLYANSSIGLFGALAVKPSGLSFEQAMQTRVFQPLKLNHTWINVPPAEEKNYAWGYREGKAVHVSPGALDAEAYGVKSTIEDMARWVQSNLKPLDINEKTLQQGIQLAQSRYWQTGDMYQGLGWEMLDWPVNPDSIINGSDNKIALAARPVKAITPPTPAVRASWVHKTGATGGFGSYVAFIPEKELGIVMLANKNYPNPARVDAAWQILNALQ
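AmpC (5.3 nM in the dispensed reagent) in 20 mM phosphate pH 7.0 with 0.01% (detergent screen) or 0.0001% Triton X-100 was preincubated with compounds for 15 min at room temperature. Nitrocefin was then added from an 800 uM solution, and hydrolysis was followed at 480 nm.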
Pf growth 96h – P. falciparum growth inhibition at 96 hour, primary screen for plastid delayed-death inhibitors; P. falciparum luciferase reporter growth, 96 h; Potency, µM (titrated, usually from 28.7 µM), for inactives: at the top dose activity change, negative = inhibition, hits mostly inhibitors; hit rate 6.9% among 320,000; further: potency means the concentration at half of the fitted maximal effect; on the % scale 0 is the no-effect control and ±100 the full control effect
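Two-generation exposure (96 h) targets delayed-death phenotype. Reporter parasites carrying integrated firefly luciferase, in red cells at 2% hematocrit and 0.05% parasitemia final, kept at 37 C, 5% CO2; luminescence loss indicates inhibition.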
Cycloheximide cs – counter-screen for Shiga toxin inhibitors: cycloheximide protein synthesis inhibition. cell reporter, cycloheximide protein synthesis inhibition counterscreen. max response, %. hit rate 12% among 300,000; in the data active means max response mostly above about 13%, no sharp cut-off; inactive means mostly below about 14%; further: read at 38.3 µM for the half of the compounds with a filed dose; 0% is about no effect
Shiga toxin inh – inhibitors of Shiga toxin in Vero cells | Vero cells, Shiga toxin protein synthesis inhibition reporter | inhibition, % at 38.7 µM | hit rate 9.2% among 290,000; in the data active means inhibition mostly above about 28%, no sharp cut-off; inactive means mostly below about 43%; further: 0% is about no effect
* marks the source's active call; other numbers are inactive results; ? = inconclusive; · = no result given; & = joins results of further samples; [ ] = dose if it differs, or a comment. Unless noted, the call rests on the fitted dose curve; in most records, active means well fitted curve in the direction sought with a large enough effect; inconclusive means small, poorly fitted or top-dose-only effect, or another doubt; inactive means no such curve, though single readings can be large; an effect the other way counts as inactive or inconclusive.

compound	Tb PYK inh	LmPK inhibitor	Pf growth 48h	AmpC inh no detg	Pf growth 96h	Cycloheximide cs	Shiga toxin inh
O=C(/C=C/c1ccccc1)N/C(=C/c1ccccc1)C(=O)Nc1ccc(C(=O)O)cc1	-20%	0%	-23%	-23%	62%[activator]	-3	-14
Cc1ccc(NC(=O)CNc2cc(S(=O)(=O)N3CCOCC3)ccc2NCC2CCCO2)cc1F (stereo not drawn)	-4%	-2%	?	39%	?	0	-2
CCOc1cc(N2CCOCC2)c(OCC)cc1NC(=O)CCS(=O)(=O)c1ccc(Cl)cc1	-3%	0%	?	79%[activator]	7.4µM*	-3	3
O=C1NCCCC1C(=O)N/N=C/c1cc([N+](=O)[O-])ccc1O (stereo not drawn)	-5%	-2%	?	-18%	?	-2	38
C/C=C\C=C/C(=O)Nc1cccc(C2=NOC3(C2)C[C@@H](C(N)=O)N(C(=O)c2ccc(Cl)cc2)C3)c1 (stereo partly drawn)	-18%	4%	?	74%[activator]	?	3	6
COc1ccc(/C=N/N2C(C)CCCC2C)cc1O (stereo not drawn)	2%	0%	29%	-7%	-7%	7	21
C=CCOC(=O)N1CCN(c2cccc(C(F)(F)F)c2)CC1	-2%	0%	-2%	31%	-10%	1	14
O=C(CCCc1cccs1)Nc1nccs1	-2%	-1%	5%	-34%	0%	19	42
O=S(=O)(c1ccccc1F)N1CCCc2ccccc21	-10%	2%	?	-10%	?	-5	-8
O=C(O)COCC(=O)Nc1ccc2c(c1)CCC2	7%	-1%	35%[activator]	-9%	?	7	14
Cc1ccc(C)c(NC(=O)CN(C)C(=O)c2ccccc2OCc2c(C)noc2C)c1	4%	·	?	4%	?	·	·
O=C(Cn1c(=S)[nH]c2ccccc2c1=O)N1CCN(c2ccccc2)CC1	3%	5%	9%	-22%[11.4 µM]	?	6	-6
CC(C)NC(=O)/C(=N\O)c1ccccc1	-5%	-1%	34%[activator]	-16%	46%[activator]	-3	-10
CC1CCCN(C2(O)C(=O)Nc3c(C(F)(F)F)cccc32)C1 (stereo not drawn)	6%	2%	4.1µM*	2%	-13%	9.4*	24
Cc1c(Cl)cccc1NC(=O)CNC(=O)C1CCN(C(=O)Nc2ccccc2)CC1	2%	·	-19%	-12%	-24%	·	·
CCCCN1CCc2c([nH]c3ccccc23)C1=O	-1%	1%	84%[activator]	-22%	-6%	35*	95*
COCCn1c(SCC(=O)Nc2cccc(S(N)(=O)=O)c2)nc2ccccc21	-14%	-1%	·	-22%	?	-5	-11
COc1ccc(N=C2NC(=O)C(CO)(CO)S2)cc1	-3%	0%	5%	-17%	?	-2	13
O=C(CN1C(=O)/C(=C/c2ccc(F)cc2)SC1=S)NC1CCS(=O)(=O)C1 (stereo not drawn)	4%	4%	51%[activator]	30%	21%	9	-4
Cn1c(SCC(=O)N2CCCCCC2)nnc1-c1ccco1	2%	-1%	21%	-10%	?	0	52
COc1cc(C2C(C#N)=C(N)OC3=C2C(=O)CCC3)c([N+](=O)[O-])cc1OC (stereo not drawn)	?	-2%	4%	-27%	?	-1	-1
Cn1c(-c2ccc(F)cc2)cnc1NCc1ccccc1	-1%	0%	20%	-12%	?	20*	55
C=C(C)C1CC=C(CN2CCC(C(=O)OCC)CC2)CC1 (stereo not drawn)	-6%	-4%	-10%	-26%	7%	-2	36
CCn1c(=O)cc(SCC(=O)N2CCN(c3ccccc3F)CC2)c2ccccc21	1%&-1%	2%	?	136%[activator]	-4%	-1	11

Structural class, those above with an aryl methoxy group
compound	Tb PYK inh	LmPK inhibitor	Pf growth 48h	AmpC inh no detg	Pf growth 96h	Cycloheximide cs	Shiga toxin inh
COc1ccc(/C=N/N2C(C)CCCC2C)cc1O (stereo not drawn)	2%	0%	29%	-7%	-7%	7	21
COc1ccc(N=C2NC(=O)C(CO)(CO)S2)cc1	-3%	0%	5%	-17%	?	-2	13
COc1cc(C2C(C#N)=C(N)OC3=C2C(=O)CCC3)c([N+](=O)[O-])cc1OC (stereo not drawn)	?	-2%	4%	-27%	?	-1	-1

Next structures:
compound	Tb PYK inh	LmPK inhibitor	Pf growth 48h	AmpC inh no detg	Pf growth 96h	Cycloheximide cs	Shiga toxin inh
COc1ccc(-c2csc(NC(=O)c3cc(=O)c4ccccc4o3)n2)cc1OC	-2%	3%	1%	-3%	29%	15	0
COc1ccccc1-c1nnc(SC/C(O)=C(\C#N)c2nc3ccccc3[nH]2)n1C1CCCCC1	-8%	-1%	?	-24%	?	70	20
O=C(Nc1cc(Sc2ccccn2)cc([N+](=O)[O-])c1)c1cccc(F)c1	5%	1%	?	-36%	16%	10	48
Fc1ccc(C2=Nn3c(Cc4ccccc4)nnc3SC2)cc1	0%	1%	5%	3%	-1%	-5	-18
Cc1ccc2cc(CN(Cc3nnnn3C3CCCC3)C3CCCCC3)c(=O)[nH]c2c1C	-1%	10%	16%	-9%	?	36*	70*
COC(=O)CC1C(=O)NC2CCCCC2N1C(=O)c1ccccc1 (stereo not drawn)	3%	3%	6%	·	·	-3	7
COc1ccc(C(C)=O)cc1COC(=O)c1ccc(N)c([N+](=O)[O-])c1	-1%	6%	-14%	5%	?	-1	-5
Cc1ccsc1/C=N/NC(=O)c1ccco1	4%	-17%	25%	-15%	32%[activator]	24*	46*
CC(C)NC(=O)COc1ccc(S(=O)(=O)N2CCOCC2)cc1	-2%	-8%	-3%	-16%	·	-2	-3
COc1cccc(-c2csc(N3CCN(CC(=O)NNC(=O)c4ccc(Cl)cc4)CC3)n2)c1	-17%	0%	16%	13%	?	4	11
CN(C)C(=O)c1ccc(Oc2ccc(C(=O)N(C)C)cc2)cc1	6%	-1%	8%	-10%	1.9µM*	4	3
O=C(CN1C(=O)COc2ccccc21)Nc1ccc(N2CCOCC2)cc1	0%	-1%	18%	0%	?	4	-8

Random excerpt: 4 records from the list.
compound	Tb PYK inh	LmPK inhibitor	Pf growth 48h	AmpC inh no detg	Pf growth 96h	Cycloheximide cs	Shiga toxin inh
Cc1ccc2cc(CN(Cc3nnnn3C3CCCC3)C3CCCCC3)c(=O)[nH]c2c1C	-1%	10%	16%	-9%	?	36*	70*
COC(=O)CC1C(=O)NC2CCCCC2N1C(=O)c1ccccc1 (stereo not drawn)	3%	3%	6%	·	·	-3	7
Fc1ccc(C2=Nn3c(Cc4ccccc4)nnc3SC2)cc1	0%	1%	5%	3%	-1%	-5	-18
O=C(Nc1cc(Sc2ccccn2)cc([N+](=O)[O-])c1)c1cccc(F)c1	5%	1%	?	-36%	16%	10	48

New compounds follow
compound	Tb PYK inh	LmPK inhibitor	Pf growth 48h	AmpC inh no detg	Pf growth 96h	Cycloheximide cs	Shiga toxin inh
COc1ccc(-c2[nH]c(-c3ccc(C)cc3)nc2SCC(=O)Nc2nccs2)cc1	-3%	1%	-5%	-16%	?	0	31
COc1ccc(-n2c(Cc3cccn3C)nnc2SCC(=O)Nc2ccc(C)c(Cl)c2)cc1	-1%	-4%	?	39%	-13%	-4	-10
COc1cc(OC)cc(C(=O)N[C@H](C(=O)Nc2cccc(S(=O)(=O)N3CCCC3)c2)C(C)C)c1	-5%	7%	?	15%	?	5	20
Nc1cccc(-c2nc3ccc(N)cc3s2)c1	?	13µM*	72%[activator]	-17%	38%[activator]	21*	37
CCOC(=O)C1CCCN(C(=O)c2cc(Nc3ccc(OC)cc3OC)nc3ccccc23)C1 (stereo not drawn)	-3%	4%	·	130%[activator]	?	26	23
C=CCNC(=O)/C(C#N)=C/c1c(N2CCN(c3ccccc3)CC2)nc2c(C)cccn2c1=O	6%	-2%	?	-11%	?	-2	-9
COc1cc(C(=O)NC(=S)Nc2ccc(NC(=O)c3ccco3)cc2)cc(OC)c1OC	-11%	-5%	-19%	-4%	0%	3	-2
Cc1c(NCc2ccccc2O)c(=O)n(-c2ccccc2)n1C	2%	8%	1%	-6%	6%	3	2
Cc1ccc(S(=O)(=O)N(C)C)cc1NC(=O)CSc1nnc(C2CC2)n1C1CC1	-4%	·	?	-7%	-16%	·	·
O=c1cc(-c2ccccc2)n(S(=O)(=O)c2ccccc2)o1	-1%	-11%	5%	-29%	·	16*	-9
CCNc1ccc(S(=O)(=O)C(F)(F)F)cc1NC(=O)C12CCC(CC1)C2	9%	0%	?	?	?	-3	19
O=C(CCCOc1ccc(Cl)cc1Cl)NCC1CCCO1 (stereo not drawn)	5%	5%	16%	6%	?	13	29
CNC(=O)CSc1nnc(-c2ccco2)n1-c1cccc(C)c1C	-16%	0%	?	-11%	?	-1	-2
Cc1ccccc1OC(C)c1nc(-c2ccccc2)no1 (stereo not drawn)	5%	-3%	14%	-18%	·	38*	48
CSc1nc(-c2ccccc2)c(-c2ccccc2)[nH]1	3%	2%	6%	-30%	-19%	-2	-8
O=C1NC2(CCCCCC2)C(=O)N1Cc1ccccc1Br	6%	-1%	9%	-34%	35%[activator]	-6	-9
CC1CCc2c(sc3ncn(N)c(=N)c23)C1 (stereo not drawn)	-2%	-6%	17%	-19%	-13%	16	20
Cc1ccc2cccc(Oc3cnccn3)c2n1	-1%	3%	·	-10%	38%[activator]	-3	-16
CCOC(=O)c1cc(-c2ccccc2)sc1NC(=O)c1ccc(OC)cc1	-26%	-6%	37%[activator]	-19%	?	-1	-12
COc1cc(/C=N/N2CCN(c3ccccc3)CC2)cc(OC)c1OC(C)=O	6%	0%	26%	76%[activator]	?	-4	·
FC(F)(F)c1cnc(COc2cc(Cl)cc(Cl)c2)c(Cl)c1	2%	-4%	6%	-4%	-13%	-2	13
CCCn1c(=O)[nH]c(=O)c2c1nc(-c1ccc(OC(F)F)c(OC)c1)n2CCOC	-2%	2%	·	23%	?	11	-8
O=C(COc1ccc2ccc(=O)oc2c1)Nc1c(Cl)cccc1C(F)(F)F	-4%	0%	1%	-8%	7%	-3	-2
O=C(NCc1ccco1)C1(c2ccccc2)CCCC1	6%	0%	-3%	-5%	17%	-11	-22
c1cncc(-c2noc(C34CC5CC(CC(C5)C3)C4)n2)c1	3%	-6%	?	1%	1%	22*	36*
Cc1cccn2c(=O)c(C=NCCO)c(NCc3ccco3)nc12	0%	-1%	39%[activator]	-14%	·	-6	21

Assay outcomes as filed in PubChem BioAssay.
